COUP-TFII inh – blocks human COUP-TFII nuclear receptor. P24468. HEK293T NGFI-A luciferase reporter, luminescence. inhibition, % at 8.6 µM. hit rate 0.7% among 370,000;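 active = inhibition above a per-plate cutoff, mean inhibition of test wells between control levels plus 3 SD, cut at about 38% in these data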;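 note: cells cotransfected with COUP-TFII expression vector driving the NGFI-A reporter; 0% = median of COUP-TF2 test wells and 100% = reporter-only cells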
ABHD5-PLIN5 inh – inhibitors of human ABHD5-perilipin-5 interaction. Q00G26+Q8WTS1. Split G. princeps luciferase complementation, luminescence, 4 h. inhibition, % at 4 µM. hit rate 0.78% among 360,000. AID 602281;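 active = inhibition above the mean inhibition across every tested compound plus 3 SD, cut at about 22% in these data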;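 note: 0% = DMSO only wells and the 100% control is not disclosed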
TLR9-MyD88 block – inhibitors of human TLR9-MyD88 binding. inhibition, % at 4.98 µM. CHO BLA complementation TLR9-MyD88, CCF4 FRET ratio. Q9NR96+Q99836. AID 504734. hit rate 0.21% among 340,000;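 active = inhibition above the mean over all tested compounds plus 3 SD, cut at about 21% in these data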;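 note: 0% = DMSO only wells and 100% = clavulanate BLA inhibitor control wells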
SRC2 inh – inhibits human steroid receptor coactivator 2; Q15596; HEK293 GAL4-SRC2 luciferase reporter, luminescence; inhibition, % at 9 µM; hit rate 0.17% among 370,000; AID 651957;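 active = inhibition above the mean inhibition of all tested compounds plus 3 SD, set per campaign, cut at about 52% in these data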;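 note: 0% = DMSO treated cells and 100% = cells given Gossypol at 36 µM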
Target sequence (Q15596 whole entry, looked up, the tested form may be a part): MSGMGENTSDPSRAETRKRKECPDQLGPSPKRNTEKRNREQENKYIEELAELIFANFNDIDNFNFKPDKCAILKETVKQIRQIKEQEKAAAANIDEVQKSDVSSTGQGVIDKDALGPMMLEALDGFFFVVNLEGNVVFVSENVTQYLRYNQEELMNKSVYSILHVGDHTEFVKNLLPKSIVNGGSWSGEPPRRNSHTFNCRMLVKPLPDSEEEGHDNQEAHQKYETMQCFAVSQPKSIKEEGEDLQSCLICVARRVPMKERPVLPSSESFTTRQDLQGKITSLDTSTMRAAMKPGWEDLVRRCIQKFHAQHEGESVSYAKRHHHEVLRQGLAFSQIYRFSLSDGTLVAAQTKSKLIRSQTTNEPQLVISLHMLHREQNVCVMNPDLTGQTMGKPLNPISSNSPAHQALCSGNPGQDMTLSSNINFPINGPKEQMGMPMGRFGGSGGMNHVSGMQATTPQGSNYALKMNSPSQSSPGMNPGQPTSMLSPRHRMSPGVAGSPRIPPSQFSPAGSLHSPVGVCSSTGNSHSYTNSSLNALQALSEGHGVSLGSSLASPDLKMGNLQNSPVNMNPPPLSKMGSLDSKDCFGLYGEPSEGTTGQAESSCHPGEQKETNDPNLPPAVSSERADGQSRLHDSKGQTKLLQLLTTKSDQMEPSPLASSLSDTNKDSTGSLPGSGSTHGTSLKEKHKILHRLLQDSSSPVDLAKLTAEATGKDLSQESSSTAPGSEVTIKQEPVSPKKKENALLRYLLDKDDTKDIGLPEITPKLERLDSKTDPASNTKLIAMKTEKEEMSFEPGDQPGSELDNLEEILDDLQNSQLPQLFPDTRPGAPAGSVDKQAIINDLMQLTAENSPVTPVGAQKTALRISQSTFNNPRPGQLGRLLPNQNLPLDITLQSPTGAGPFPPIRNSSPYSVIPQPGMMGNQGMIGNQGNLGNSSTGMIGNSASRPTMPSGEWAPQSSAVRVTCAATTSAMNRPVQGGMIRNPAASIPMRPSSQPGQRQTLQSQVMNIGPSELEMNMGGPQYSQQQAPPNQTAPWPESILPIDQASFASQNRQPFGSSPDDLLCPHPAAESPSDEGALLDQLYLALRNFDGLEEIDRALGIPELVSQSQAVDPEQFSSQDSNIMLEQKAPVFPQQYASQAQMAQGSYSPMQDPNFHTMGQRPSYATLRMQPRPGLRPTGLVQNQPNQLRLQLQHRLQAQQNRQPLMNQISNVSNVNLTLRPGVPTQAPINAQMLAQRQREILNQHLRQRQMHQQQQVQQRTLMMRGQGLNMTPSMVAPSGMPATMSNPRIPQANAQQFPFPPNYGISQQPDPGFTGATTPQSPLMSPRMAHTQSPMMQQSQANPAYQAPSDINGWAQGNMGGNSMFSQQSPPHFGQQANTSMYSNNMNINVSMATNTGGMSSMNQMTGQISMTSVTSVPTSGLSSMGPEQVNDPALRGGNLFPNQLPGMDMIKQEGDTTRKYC
TROY NFkB inh – TROY signaling inhibition; Q293 LMP1-TROYcd NF-kB luciferase reporter, 4 h; inhibition, % at 10 µM; hit rate 0.98% among 360,000; AID 1347056;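 active = compounds whose plate-normalised and pattern-corrected inhibition of the luciferase reporter signal at the single screening dose is 50% or more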
NOD2 RIPK2 PPI – blocks binding of human NOD2 to RIPK2. CHO BLA complementation NOD2-RIPK2, CCF4 ratio. inhibition, % at 4.98 µM. hit rate 0.38% among 360,000; in the data active = inhibition above about 21%;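 note: 0% = vehicle only and 100% = reference blocker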
Granule exo inh – lytic granule exocytosis inhibition; TALL-104 LAMP-1 surface exposure, flow cytometry; cells stimulated with thapsigargin and PMA; hit rate 0.66% among 360,000; AID 651702; inhibition, % at 10 µM;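 active = inhibition above about 55%, limit read from the data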
NR5A2 inv ag – NR5A2 inverse agonism in reporter assay; hit rate 0.13% among 360,000; HEK293T StAR-luciferase reporter, LRH-1 transfected, 24 h; O00482; inhibition, % at 3.6 µM;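 active = inhibition above the mean inhibition of all tested compounds plus 3 SD, cut at about 73% in these data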;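 note: 0% = DMSO wells and 100% = reporter-only cells lacking LRH-1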
NCOA1 inh – inhibitors of human steroid receptor coactivator 1 (SRC1); Q15788; HEK293 GAL4-SRC1 luciferase reporter, luminescence; inhibition, % at 3.6 µM; hit rate 0.12% among 360,000; AID 588354;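 active = inhibition above the campaign mean plus 3 SD, with each screening campaign given its own cutoff, cut at about 60% in these data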;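 note: 0% = DMSO treated cells and 100% = gossypol at 36 µM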
NCOA3 inh – inhibits human SRC3 coactivator. AID 588352. hit rate 0.17% among 360,000. inhibition, % at 3.6 µM. Q9Y6Q9. HEK293 GAL4-SRC3 luciferase reporter, luminescence;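 active = inhibition above a per-campaign cutoff, the mean of all compounds plus 3 SD, cut at about 60% in these data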;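 note: 0% = DMSO-treated cells and 100% = gossypol-treated cells at 36 µM; higher means less SRC3-driven luciferase light from the GAL4 reporter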
TWEAK Fn14 block – inhibitors of TWEAK-Fn14 interaction signaling; TWEAK-stimulated Fn14 reporter cells, luciferase luminescence, 8 h; hit rate 2% among 360,000; inhibition, % at 10 µM; AID 1159606; in the data active = inhibition above about 50%
Active calls of the source: *; . = not tested or not shown. Not all compounds are listed; rates above refer to the full screens.

Under each structure – COUP-TFII inh	ABHD5-PLIN5 inh	TLR9-MyD88 block	SRC2 inh	TROY NFkB inh	NOD2 RIPK2 PPI	Granule exo inh	NR5A2 inv ag	NCOA1 inh	NCOA3 inh	TWEAK Fn14 block
- Cn1c2ccccc2c2c(C(=O)N3CCN(c4ccccn4)CC3)cn(C3CCCC3)c(=O)c21
 : -8	-1	-1	-20	18	5	0	9	-1	-5	21
- Cn1c(=O)c2cc(NC(=O)NCc3ccc(F)cc3)ccc2n1C/C=C/c1ccccc1
 : 12	-2	.	-23	-10	-2	-2	-19	-18	-17	4
- COc1ccc(-c2csc(NC(=O)C3CC(=O)N(Cc4ccccc4)C3)n2)cc1OC (stereo unspecified)
 : 22	-12	-2	1	9	5	-1	7	9	6	89*
- COc1ccc(NC(=O)COC(=O)C2CCN(C(=O)c3ccc(Cl)cc3)CC2)c([N+](=O)[O-])c1
 : 15	-2	-5	-10	-9	2	-11	13	-15	2	-17
- O=C(CSc1nc2cccnc2n1Cc1ccccc1)N1CCCC1
 : 14	0	-8	3	11	-5	2	1	-13	13	16
- O=C(CSc1nc2ccccc2c(=O)n1-c1ccccc1F)NC1CC1
 : 2	-6	-7	-22	-1	-3	-4	18	-7	-8	9
- Cc1cc(SCc2ccccc2F)nc(=O)[nH]1
 : -7	-6	3	11	-23	-15	-11	-9	4	3	2
- O=C(Nc1ccccc1)Nc1nnc(SCc2ccc(Cl)cc2)s1
 : 2	-4	-1	-16	21	-3	27	8	7	8	-31
- CCN(c1ccccc1)S(=O)(=O)c1ccc(F)cc1C
 : 13	-6	5	9	5	-9	0	-2	-6	18	2
- NC(c1csc(NC(=O)Nc2ccc(OC(F)(F)F)cc2)n1)C1CCCCC1 (stereo unspecified)
 : -3	-14	.	7	7	7	13	11	14	26	2
- CCC(C)c1ccc(NC(=O)C/C(C)=N/NC(=O)c2cnccn2)cc1 (stereo unspecified)
 : 5	2	-6	13	6	18	2	-3	4	5	-18
- CC(C)(C)c1ccccc1NC(=O)c1ccc2c(c1)SC1=NS(=O)(=O)CCN12
 : -15	-4	-2	23	-15	-2	3	-31	-4	0	-4
- C/C(=N\OC(=O)c1ccccc1F)c1nccs1
 : -10	4	4	-7	-8	-4	-5	6	13	2	1
- Cc1ccc(C(=O)COc2ccccc2C(=O)Nc2ccccc2)cc1
 : -6	0	10	-15	12	-1	-1	3	10	-24	-8
- CCCCCc1c(-c2ccc(F)cc2)ncn1CCc1ccccc1OC
 : 20	-8	.	5	10	-16	28	-1	.	.	7
- COc1ccc(Oc2coc3c(CN4CCOCC4)c(O)ccc3c2=O)cc1
 : 5	3	-8	-30	1	2	9	-10	11	10	-9
- COCCn1nnnc1C(c1ccccn1)N1CCN(c2cc(C)ccc2C)CC1 (stereo unspecified)
 : 11	4	0	-24	-23	2	-2	6	-17	2	-12
- COc1ccc2[nH]c3c4c(ccc3c2c1)C(=O)C=CC4=O
 : -8	13	8	12	43	0	-3	-10	-153	-110	72*
- COc1cc(/C=N/NC2=NCCCCC2)ccc1O
 : -8	-3	-14	-17	-1	4	-2	-2	-1	-7	-11
- CCOC(=O)N1CCN(C(=O)C2CC(c3ccccc3OC)=NO2)CC1 (stereo unspecified)
 : -10	-1	-3	-8	-1	8	-2	7	-5	6	6
- CCSc1nnc(NC(=O)NC2CCCCC2)s1
 : -7	-8	0	-40	-50	6	2	-38	-22	-27	-22
- O=C(CNC(=O)C(c1ccccc1)c1ccccc1)OCc1ccccc1
 : 5	-1	-9	-13	2	-3	5	5	-27	4	-16
- O=C(CC(c1ccccc1)C1CCCCC1=O)c1ccccc1 (stereo unspecified)
 : 13	-9	2	7	2	-3	-8	13	-12	11	-6
- COC(=O)[C@@H](NC(=O)Nc1ccc(C(C)=O)cc1)C(C)C
 : 4	-7	4	7	9	1	-3	-12	-10	-5	11
- COc1ccc(-c2nc3c4ccccc4ccn3c2CN2CCOCC2)cc1OC
 : -21	7	-4	-66	-70	4	-3	-44	-59	-22	-25
- O=C(NCc1cccnc1)c1cc(C2CCCN(C(=O)CCCc3ccccc3)C2)on1 (stereo unspecified)
 : 6	3	.	-1	0	-15	-4	12	3	-30	1
- COC(=O)c1c(NC(=O)C(=O)NCC2CCCO2)sc2c1CC(C)(C)OC2 (stereo unspecified)
 : 18	-5	3	-22	-14	-12	2	24	-6	11	-23
- O=C(NCCCN1CCOCC1)C(=O)N/N=C/c1cccc2ccccc12
 : -5	-1	-4	-17	-11	-20	14	-10	6	9	10
- Cc1ccc(NC(=O)C2CC(=O)N/C(=N/N=C/c3ccco3)S2)cc1 (stereo unspecified)
 : 0	7	-11	-8	-2	5	-1	20	0	-4	-5
- CCn1c(SCC(=O)Nc2cc(C)on2)nnc1-c1cccc(C)c1
 : 1	8	-7	-3	-35	1	-13	0	2	5	22
- CC(NC(=S)Nc1c(Cl)cccc1OC(F)F)C(C)(C)C (stereo unspecified)
 : 1	-5	-6	-7	-12	-6	0	-2	9	8	-2
- CCOc1ccc(Nc2nc(N)c([N+](=O)[O-])c(N3CCN(CC)CC3)n2)cc1
 : -2	2	-5	0	2	-7	15	16	2	10	5
- COc1cccc(C(O)c2nc(-c3ccc(Cl)cc3)cs2)c1 (stereo unspecified)
 : 9	1	.	9	-17	-7	-8	8	-9	9	-10
- Cc1ccc(N2CN(Cc3ccco3)CNC2=S)cc1
 : 7	-3	6	-4	-20	-3	9	8	-7	20	15
- CC(=NNC(=S)N1CC2CCC(CC2)C1)c1cccc(C)n1
 : -10	-9	8	1	-1	-15	8	6	-20	-6	2
- C#CCNC(=O)C[C@@H]1C[C@@]2(C(=O)OC)CCCCC=C2N(Cc2ccc(Cl)cc2Cl)C1=O
 : -23	-4	.	-8	3	-1	0	4	.	.	-3
- Cc1cnc(NC(=O)c2nn(C)cc2[N+](=O)[O-])s1
 : 8	-4	8	-20	-1	-3	1	11	-13	-1	-10
- O=C(CN(C(=O)c1csnn1)c1ccccc1F)NCc1ccccc1
 : -2	-3	-4	18	0	0	-2	-22	-26	5	-22
- O=C(O)CC(CC(=O)O)n1cccc1
 : -3	3	-2	-23	3	1	-17	-22	-4	3	-3
- C=CCN1C=C2C(=O)C(C)(OC(=O)CCc3ccccc3)C(=O)C=C2C=C1c1ccc(C#N)cc1 (stereo unspecified)
 : 1	-8	-2	2	-15	9	-3	-12	-6	-26	-1
- O=c1[nH]c(/C=C\c2cccc(C(F)(F)F)c2)nc(O)c1[N+](=O)[O-]
 : -6	43*	2	30	13	-5	2	-19	6	0	-3
- CCc1nnc(NC(=O)c2ccc3c(=O)n4c(nc3c2)CCC4)s1
 : -5	0	-8	-24	-37	-2	13	-107	-62	-76	16
- COc1ccc(C(=O)NC(=S)NNC(=O)c2ccc3ccccc3n2)cc1
 : -8	-8	-10	29	-31	-8	-6	-9	-1	-1	-15
- CS(=O)(=O)Nc1ccccc1C(=O)Nc1ccccc1Cl
 : 2	14	5	1	-3	-4	-2	-6	10	17	8
- N#Cc1c(-c2ccccc2)c(-c2ccccc2)n[nH]c1=O
 : 22	4	13	21	5	5	-8	13	1	13	7
- Cc1cc(OCC(=O)NCC(C)C)cc(C)c1Br
 : 8	-7	3	-31	-22	-4	-1	-6	2	9	-13
- COc1ccc(NC2CCCN(C(=O)CCc3ccccc3F)C2)cc1 (stereo unspecified)
 : -16	0	-13	6	-14	-10	4	21	4	-2	-7
- N#Cc1ncc(Cl)c2ccccc12
 : 4	-4	1	-15	-23	-2	-3	-21	4	6	-32
- Cc1ccc(-c2c(C(=O)N/N=C/c3ccncc3)nnn2-c2nonc2N)cc1
 : 6	15	-13	-11	0	-23	6	16	0	24	4
- Clc1cccc(Cl)c1CN1CCN(c2ncccn2)CC1
 : -23	-6	-11	-15	3	-1	-5	-14	9	-7	-26

Next compounds
Under each structure – COUP-TFII inh	ABHD5-PLIN5 inh	TLR9-MyD88 block	SRC2 inh	TROY NFkB inh	NOD2 RIPK2 PPI	Granule exo inh	NR5A2 inv ag	NCOA1 inh	NCOA3 inh	TWEAK Fn14 block
- CCOC(=O)C(=O)NCC(c1ccco1)S(=O)(=O)c1cccs1 (stereo unspecified)
 : -10	4	4	-23	1	0	-4	-23	0	8	-15
- CCOC(=O)C1=C(CS(=O)(=O)c2ccc(F)cc2)NC(=O)NC1c1cc(OC)c(O)c(OC)c1 (stereo unspecified)
 : 14	-5	2	-17	3	-10	2	2	-8	-10	-9
- Cc1noc(C)c1COc1ccc(C(=O)N2CCN(S(=O)(=O)c3ccc(Cl)cc3)CC2)cc1
 : 4	15	-7	10	-11	-3	13	13	-20	18	-13
- COc1ccc(C(=O)Nc2ccc(CN3CCOCC3)cc2)cc1Br
 : -10	12	0	-14	-25	15	-4	7	15	-1	-18
- O=C(COc1ccc2ccccc2c1Br)N1CCCCC1
 : .	-7	8	.	-37	-1	-2	-73	-54	-65	0
- COc1ccc(S(=O)(=O)N2CCC(C(=O)N3CCC(C(N)=O)CC3)CC2)cc1Cl
 : -21	-1	5	-11	13	0	5	-8	10	18	-18
- Cc1cc(C=O)c(C)n1-c1ccc(Oc2ccc([N+](=O)[O-])cn2)cc1
 : 13	5	-6	1	6	-4	-1	-9	8	15	9
- CCC(C)/C=C/C1=CC2=C(Cl)C(=O)C3(C)OC(=O)C(C(=O)C(C)C(C)O)C3C2=CO1 (stereo unspecified)
 : 7	2	1	-18	12	13	-7	-20	-16	-6	18
